Bioassay records: PubChem, several laboratories
SMARCA2 activ – SMARCA2 function activation, primary screen. MG213 cells, MMTV-luciferase reporter, dexamethasone, overnight. activation, % at 9.1 µM. 370,000 compounds, 1% hits; in the data active means activation above about 7.8%;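 further: 0% = vehicle wells and 100% = reference activator wells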
ssDAF-12 act – activators of S. stercoralis DAF-12 nuclear receptor; HEK293 ssDAF-12/GRIP1 lit1-tk-luc reporter, luminescence; % of 3 µM dafachronic acid response; 370,000 compounds, 1% hits; AID 652126; activation, % at 6.8 µM;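 active means activation above the mean over all tested compounds plus 3 SD, cut at about 0.9% in these data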;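 further: 0% = DMSO-only wells and 100% = 3 µM delta7-dafachronic acid wells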
DAX1 inh-1 – inhibitors of DAX1 repression of SF-1 activated StAR promoter. inhibition, % at 6.8 µM. 370,000 compounds, 1.1% hits. HEK293T StAR-luciferase reporter, SF-1/DAX-1 repression relief. AID 652010;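 active means inhibition above the mean over all tested compounds plus 3 SD, cut at about 3.6% in these data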;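 further: 0% = DAX-1 cells with DMSO and 100% = cells lacking DAX-1 with DMSO; higher inhibition means more luminescence from relief of DAX-1 repression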
ADAM17 inh – ADAM17 inhibition, QFRET primary screen | P78536 | recombinant ADAM17, EDANS/DABCYL FRET peptide cleavage | inhibition, % at 6.95 µM | 370,000 compounds, 0.83% hits | AID 720648;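 active means inhibition above the mean of compounds lying between control limits plus 3 SD, set per campaign, cut at about 8.5% in these data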;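 further: 0% = DMSO-only wells as the low control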
Target sequence (P78536 215-824 limits assumed): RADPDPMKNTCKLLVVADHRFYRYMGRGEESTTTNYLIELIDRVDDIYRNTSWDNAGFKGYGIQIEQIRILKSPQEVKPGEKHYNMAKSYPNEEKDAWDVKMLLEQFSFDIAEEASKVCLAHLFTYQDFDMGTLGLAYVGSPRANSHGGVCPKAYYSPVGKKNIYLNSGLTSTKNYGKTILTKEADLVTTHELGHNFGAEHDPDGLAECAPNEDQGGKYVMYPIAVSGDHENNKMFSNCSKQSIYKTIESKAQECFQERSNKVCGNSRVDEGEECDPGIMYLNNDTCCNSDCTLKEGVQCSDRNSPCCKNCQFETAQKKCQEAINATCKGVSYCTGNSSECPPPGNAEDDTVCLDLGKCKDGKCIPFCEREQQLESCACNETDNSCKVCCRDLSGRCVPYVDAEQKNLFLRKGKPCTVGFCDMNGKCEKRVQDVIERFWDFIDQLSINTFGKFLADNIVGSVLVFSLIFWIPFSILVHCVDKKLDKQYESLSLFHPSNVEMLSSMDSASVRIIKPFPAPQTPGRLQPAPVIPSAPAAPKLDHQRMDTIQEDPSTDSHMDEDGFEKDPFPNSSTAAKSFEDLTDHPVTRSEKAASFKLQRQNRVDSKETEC
hgDAF-12 ag – activates the H. glycines DAF-12 receptor ligand-binding domain; HEK293 GAL4-hgDAF12 UAS-luciferase reporter, agonist luminescence; normalized to butyrate control; activation, % at 6.8 µM; 370,000 compounds, 1.8% hits;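 active means activation above a cutoff set at the mean of all screened compounds plus 3 SD, cut at about 10% in these data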;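 further: 0% = DMSO wells and 100% = sodium butyrate wells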
ADAM10 inh – inhibits human ADAM10 | O14672 | recombinant ADAM10, EDANS/DABCYL FRET peptide cleavage, 3 h | inhibition, % at 7 µM | 370,000 compounds, 0.62% hits | AID 720582;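 active means inhibition above a per-campaign cutoff equal to the mean of compounds falling between control-based bounds plus 3 SD, cut at about 20% in these data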;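 further: 0% = DMSO wells while the 100% control is not disclosed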
hcDAF12 agonist – activates DAF-12 receptor from parasite H. contortus | HEK293 hcDAF-12 lit1-tk-luc reporter, luminescence; 0% DMSO, 100% Δ7-dafachronic acid | activation, % at 6.8 µM | 370,000 compounds, 1.4% hits | AID 652067;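 active means activation above the mean of all tested compounds plus 3 SD, cut at about 5.5% in these data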;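 further: 100% = response to 3 µM Δ7-dafachronic acid high control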
PG9 binder – small molecules binding HIV-1 gp120 antibody PG9; TR-FRET gp120-PG9 antibody binding; inhibition, % at 6.7 µM; 360,000 compounds, 0.43% hits; AID 624416; in the data active means inhibition above about 8.5%
DAX1 inh-2 – inhibitors of human orphan nuclear receptor DAX1 (NR0B1); P51843; HEK293 Gal4-DAX1 luciferase reporter, luminescence; inhibition, % at 6.75 µM; 340,000 compounds, 0.99% hits; AID 504766;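 active means inhibition above the mean over all tested compounds plus 3 SD, cut at about 4.2% in these data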;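 further: 0% = DAX1-transfected cells with DMSO and 100% = empty-vector control cells with DMSO; inhibition shows as a rise in luminescence from relieved DAX1 repression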
Target sequence (P51843 207-470 limits assumed): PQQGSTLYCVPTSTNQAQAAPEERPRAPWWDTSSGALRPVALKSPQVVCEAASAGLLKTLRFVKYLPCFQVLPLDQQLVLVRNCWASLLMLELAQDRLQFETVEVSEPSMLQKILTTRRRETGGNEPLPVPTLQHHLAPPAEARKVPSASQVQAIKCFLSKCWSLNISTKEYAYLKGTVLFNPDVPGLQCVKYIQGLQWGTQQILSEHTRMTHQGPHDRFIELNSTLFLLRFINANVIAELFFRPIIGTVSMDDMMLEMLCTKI
NPR1 activator – GC-A (human) enzyme activation. HEK293 GC-A cells, cGMP TR-FRET, EC30 ANP; 0% at EC30 ANP, 100% saturating ANP. P16066. activation, % at 10 µM. 370,000 compounds, 0.14% hits. AID 1671463; in the data active means activation above about 40%
GAA850 FXN act – increases GAA850 frataxin promoter reporter activity; HEK293 lucGAA850 FXN promoter luciferase reporter, 24 h; percent of 10 µM SAHA response; activation, % at 6 µM; 360,000 compounds, 0.56% hits;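 active means activation above the average of all compounds screened plus 3 SD, cutoff fixed separately per campaign, cut at about 7.5% in these data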;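 further: 0% = DMSO wells and 100% = 10 µM SAHA wells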
Active calls of the source: *; . = no result given.

[1] CC(C)c1nc(SCC(=O)N2CCCCC2)c2c(=O)n(C)c(=O)n(C)c2n1
[2] COc1ccc(S(=O)(=O)NC2CC(=O)N(c3ccc(C)c(C)c3)C2)cc1C (configuration not stated)
[3] O=C(Nc1ccc(Nc2ccccc2)cc1)c1cccc(F)c1
[4] O=C(CSc1nc2ccccc2n1Cc1ccc(Cl)cc1)N/N=C/c1ccccc1C(=O)O
[5] CN1CCN(C2OC(=O)c3ccccc32)CC1 (configuration not stated)
[6] O=C(CSC1=Nc2ccccc2C2=NC(CC(=O)NC3CCCCC3)C(=O)N12)NCc1ccco1 (configuration not stated)
[7] CCCS(=O)(=O)c1nc(S(=O)(=O)c2ccc(C)cc2)c(NCc2ccc3c(c2)OCO3)s1
[8] CCCCN1C[C@H](CSC)[C@@H](CC(=O)NC)C1=O
[9] C=CCn1c(SCc2nc3ccccc3c(=O)[nH]2)nc2ccccc2c1=O
[10] COC(=O)c1ccc(COc2ccccc2/C=C(\C#N)C(=O)Nc2c(C)cccc2C)cc1
compound no.,1,2,3,4,5,6,7,8,9,10
SMARCA2 activ,-1,-3,9.0*,-2,0,-3,-2,-4,-1,-1
ssDAF-12 act,-1.2,-1.3,-0.4,-1.2,-1.7,0.9,-1.6,-1.0,-1.1,-0.5
DAX1 inh-1,-1.1,-1.0,0.1,0.3,0.2,-0.2,-0.9,-1.1,0.0,-0.2
ADAM17 inh,-6,1,6,-4,0,-38,4,-1,-2,-2
hgDAF-12 ag,-4.3,-3.5,4.3,-1.6,-1.9,-2.3,-2.0,-1.3,-1.2,1.0
ADAM10 inh,-5,3,15,-19,5,-122,8,-4,-14,-9
hcDAF12 agonist,-0.3,-2.4,1.7,0.9,-1.1,-1.6,-2.2,0.5,-0.4,-1.4
PG9 binder,-2.1,0.5,-4.1,-0.4,-0.1,0.6,-0.3,0.9,1.1,-0.1
DAX1 inh-2,1.5,-0.8,0.7,1.5,1.5,-0.7,-1.1,0.3,-0.7,1.3
NPR1 activator,4,-6,-4,-3,5,3,4,2,-2,0
GAA850 FXN act,-1.4,-1.7,3.5,-0.8,-2.1,-2.6,4.3,0.7,-0.6,1.5

Next section; it opens with the 3 that closed the last part.
[8] CCCCN1C[C@H](CSC)[C@@H](CC(=O)NC)C1=O
[9] C=CCn1c(SCc2nc3ccccc3c(=O)[nH]2)nc2ccccc2c1=O
[10] COC(=O)c1ccc(COc2ccccc2/C=C(\C#N)C(=O)Nc2c(C)cccc2C)cc1
[11] NC(=O)c1ccsc1NC(=O)COC(=O)Cc1ccccc1[N+](=O)[O-]
[12] COc1ccc(NC(=O)C2(C)Cc3c(-c4cccc(C(F)(F)F)c4)ccnc3O2)cc1OC (configuration not stated)
[13] Cc1ccc(C)c(NC(=S)NC(NC(=O)Cc2cccc3ccccc23)C(Cl)(Cl)Cl)c1 (configuration not stated)
[14] N#CNC(=Nc1cccc(C(F)(F)F)c1)SCc1ccc(C(=O)O)cc1
[15] Cc1cc(O)c(C(C)C)cc1NC(=O)c1ccc(Cl)cc1
[16] CC1=NN(C(=O)c2ccc(Cn3cc(Br)c([N+](=O)[O-])n3)o2)C(O)(C(F)(F)F)C1 (configuration not stated)
[17] COc1ccc(N(Cc2ccccc2)S(=O)(=O)c2cccc(C(=O)NCC3CCCO3)c2)cc1 (configuration not stated)
[18] COCc1cc(C)nc(OCC(=O)N/N=C/c2ccc(OC)c(OC)c2)c1C#N
[19] CN(C)C=NC(=O)c1cc(C(=O)c2ccc(F)cc2)c[nH]1
[20] CCOc1ccccc1CNn1cnnc1
compound no.,8,9,10,11,12,13,14,15,16,17,18,19,20
SMARCA2 activ,-4,-1,-1,-5,-7,4,-2,0,-2,0,-1,0,0
ssDAF-12 act,-1.0,-1.1,-0.5,-0.8,-0.7,-1.3,-1.6,-1.4,-1.3,-1.2,-2.1,-1.6,-1.4
DAX1 inh-1,-1.1,0.0,-0.2,-1.9,1.3,-0.1,0.1,-0.4,0.0,-0.7,0.8,0.8,0.2
ADAM17 inh,-1,-2,-2,-1,2,1,-5,1,-3,-2,-2,-3,-5
hgDAF-12 ag,-1.3,-1.2,1.0,3.8,-2.0,0.1,1.8,0.2,-2.4,-3.5,-1.1,-0.3,1.3
ADAM10 inh,-4,-14,-9,0,12,6,15,9,-2,8,-7,-8,0
hcDAF12 agonist,0.5,-0.4,-1.4,1.1,-1.6,2.8,-1.4,-0.5,0.8,1.0,-1.9,-0.9,-0.1
PG9 binder,0.9,1.1,-0.1,0.4,-1.8,-2.8,-2.3,-0.5,-2.7,-0.1,-3.8,-0.3,0.2
DAX1 inh-2,0.3,-0.7,1.3,-0.9,.,0.5,0.2,-0.9,0.7,-1.0,-2.0,-0.1,0.1
NPR1 activator,2,-2,0,3,6,0,1,-1,1,-4,3,-2,4
GAA850 FXN act,0.7,-0.6,1.5,1.8,-1.5,-0.7,-0.7,-2.2,1.5,0.6,3.9,-0.4,-1.6

[21] C/C(=N\NC(=O)C1(C)CC1(Br)Br)c1ccc(C)cc1C (configuration not stated)
[22] COc1ccc(CC(=O)Nc2ccc(S(=O)(=O)N(C)C3CCN(C)CC3)cc2)cc1
[23] Cc1ccccc1N1C(=O)CC(Nc2ccc3c(c2)OCO3)C1=O (configuration not stated)
[24] COc1ccc(C)cc1N1C(=N)/C(=C2/Nc3ccccc3S2)C(c2ccccc2)C1=O (configuration not stated)
[25] COCCN(C(=O)COC(=O)c1ccco1)c1c(N)n(Cc2ccccc2)c(=O)[nH]c1=O
[26] COc1ccc(-c2cnnn2-c2ccc(NC(=O)c3ccc(S(=O)(=O)N4CCCCC4)cc3)cc2)cc1
[27] COc1ccc(C(C(=O)Nc2ccc3c(c2)OCO3)N(C)C(=O)Cc2c[nH]c3ccccc23)cc1 (configuration not stated)
[28] Cc1ccc(C(=O)NCCSC(C)(C)C)cc1[N+](=O)[O-]
[29] COCCN1Cc2cccc(C(=O)NCCc3ccccc3)c2C1=O
[30] CCCSc1nc(NCc2ccco2)c2c3c(sc2n1)COC(C)(CC)C3 (configuration not stated)
compound no.,21,22,23,24,25,26,27,28,29,30
SMARCA2 activ,0,-2,-3,0,0,2,-3,1,-3,-5
ssDAF-12 act,-0.8,-1.3,-1.6,-0.3,-1.0,-2.4,-0.7,-0.4,-1.3,-0.9
DAX1 inh-1,-1.2,-2.1,0.0,-0.5,-0.9,-0.8,-0.3,1.3,-0.1,0.1
ADAM17 inh,1,-3,-5,2,-2,5,8,-2,-4,-16
hgDAF-12 ag,-1.0,1.7,4.0,2.4,-1.4,-3.3,1.7,4.2,-0.7,3.2
ADAM10 inh,-3,-13,5,5,-8,16,11,-7,-1,-58
hcDAF12 agonist,-0.8,-1.2,-0.7,-0.2,1.3,-3.4,0.1,2.4,-2.7,-1.2
PG9 binder,-0.4,-1.1,0.1,-2.1,1.6,1.6,-1.9,0.0,1.7,-0.7
DAX1 inh-2,0.3,-0.1,1.1,0.2,-0.4,-1.9,0.5,0.3,-1.7,1.1
NPR1 activator,-2,-2,1,-24,-2,-3,3,10,2,5
GAA850 FXN act,0.1,1.0,1.5,3.6,-2.2,0.7,-2.1,2.1,3.9,1.9

[31] Cc1nnc(NC(=O)CSc2nc(CC(C)C)nc3c2c(=O)n(C)c(=O)n3C)s1
[32] CCCCC(CC)CNC(=O)C1CC=CCC1C(=O)O (configuration not stated)
[33] COc1ccc(N2CCN(C(=O)CSc3nnc4c(C)cc5c(C)cc(C)cc5n34)CC2)cc1
[34] COc1cccc(C(=O)N2CCC[C@H]2C(=O)N2CCC[C@H]2C(=O)N[C@H](C)c2ccccc2)c1
[35] CSCC[C@@H](CO)NC(=O)[C@H]1O[C@@H](n2ccc(=O)[nH]c2=O)[C@H](O)[C@@H]1O
[36] O=C(CN1C(=O)c2ccccc2C1=O)Nc1ccc(-c2nc3ccccc3o2)cc1
[37] C=CCN1[C@@H](Cc2ccccc2)COc2cccc(N3CCSCC3)c2S1(=O)=O
[38] CC1=C/C(=N\Nc2ccccc2[N+](=O)[O-])CC(C)(C)C1
[39] Cc1ccc(COc2ccc(-c3nnco3)cc2)cc1
[40] CCOC(=O)c1ccc(NC(=S)N2CCC(C(N)=O)(N3CCCCC3)CC2)cc1
compound no.,31,32,33,34,35,36,37,38,39,40
SMARCA2 activ,-2,-2,-4,-2,-4,0,-1,1,1,-3
ssDAF-12 act,-2.0,-0.6,-1.7,-0.4,-0.7,-1.2,-1.9,0.1,0.0,-2.1
DAX1 inh-1,-0.1,-0.2,-0.6,0.7,1.1,0.3,0.7,0.6,0.9,-0.9
ADAM17 inh,-4,2,-5,-4,-4,-7,-2,0,-7,1
hgDAF-12 ag,5.2,-0.1,0.5,0.4,2.7,0.0,3.4,2.8,7.1,-3.2
ADAM10 inh,3,2,2,-11,-5,-4,5,10,8,4
hcDAF12 agonist,0.9,0.1,0.0,1.2,-0.9,-0.9,-1.7,2.9,3.6,-2.5
PG9 binder,0.2,1.0,-4.7,0.6,-2.0,0.3,.,-2.7,0.0,0.5
DAX1 inh-2,1.7,-0.8,0.7,.,.,-0.3,.,0.4,1.1,-0.4
NPR1 activator,3,1,-16,1,1,14,0,-6,10,2
GAA850 FXN act,-1.5,1.4,-1.7,.,.,-1.6,.,2.1,3.7,1.0

[41] COC(=O)CNC(c1ccccc1)c1cc(C)ccc1NS(=O)(=O)c1ccc(C)cc1 (configuration not stated)
[42] Cc1cc(C(=O)C[N+]2(C)CCOCC2)c(C)n1-c1ccc(Br)cc1
[43] CNC(=O)C1C(=S)NC(N)=C(C#N)C1c1ccccc1 (configuration not stated)
[44] CCN(CC(=O)Nc1c(F)cccc1F)C(=O)c1ccc(=O)n(C)n1
[45] Cc1noc(C)c1CSCC(=O)OCC(=O)N1CC(=O)Nc2ccccc21
[46] Cc1cc(N2CCOCC2)nc2ccc(NC(=O)CCC(=O)N3CCN(c4cccc(C(F)(F)F)c4)CC3)cc12
[47] Cc1cc2c(=O)oc(-c3ccc(F)cc3)nc2s1
[48] CSc1nc(S(=O)(=O)c2ccc(C)cc2)c(Cl)s1
[49] Cc1ccc2c(c1)NC(=O)C(CC(=O)NCc1ccc(F)cc1)O2 (configuration not stated)
compound no.,41,42,43,44,45,46,47,48,49
SMARCA2 activ,-4,-4,-2,0,0,-2,-4,4,-1
ssDAF-12 act,-1.9,-0.9,-0.7,-0.9,-0.9,-1.4,-1.1,-1.5,-0.6
DAX1 inh-1,-0.3,0.4,-0.9,-0.1,0.6,-1.1,0.8,-0.3,-1.0
ADAM17 inh,5,0,-4,-4,4,-137,-8,1,0
hgDAF-12 ag,-0.4,6.9,-1.5,-0.7,3.8,2.0,1.0,-0.5,-4.0
ADAM10 inh,9,2,-9,-6,3,-366,-9,1,-4
hcDAF12 agonist,-4.3,-0.9,-0.8,0.7,-0.8,-2.1,1.6,1.2,-1.4
PG9 binder,0.1,-2.3,0.1,-2.9,-0.8,0.3,-0.2,1.6,1.8
DAX1 inh-2,1.1,0.7,-0.1,2.2,-0.3,-2.6,0.4,-0.4,1.6
NPR1 activator,-16,2,2,2,-2,3,-5,-5,2
GAA850 FXN act,1.7,0.8,0.1,1.5,-1.4,0.3,0.4,1.6,0.1
